CR mimetic SO = reduction of superoxide in aged yeast, primary screen, HTS. S. cerevisiae aged cells, superoxide DHE fluorescence; stronger effect = lower value. superoxide response (% of plate mean), % at 10 µM. hit rate 0.18% among 330,000. AID 2690, 2010;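 active = superoxide response under a set limit, about three screen SD below normal, cut at about 65% in these data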;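 also: yeast aged for seven days with compound at 30 °C before DHE staining; 100% = average MFI of all compound-treated wells on the plate with controls excluded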
VLA-4 inh = inhibition in human VLA-4 binding assay, primary screen, VLA-4 allosteric modulator project, MLPCN library, flow cytometry, VLA-4 expressing cells. inhibition, % (about 7 µM as worked out from the volumes in the protocol). Integrin alpha-4 (Homo sapiens), P13612. hit rate 0.2% among 330,000. ligand binding flow cytometry; in the data active = inhibition above about 50%
MCL1 BIM primary = inhibitors of MCL1 binding to BIM-BH3, primary screen, biochemical, fluorescence polarization; Induced myeloid leukemia cell differentiation protein Mcl-1 (Homo sapiens), Q07820; GST-MCL1 / FITC-Bim-BH3 fluorescence polarization; inhibition, % at 10.9 µM; hit rate 0.68% among 320,000; AID 2057, 2009;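 active = inhibition above the mean inhibition of all tested compounds plus 3 SD, set per campaign, cut at about 40% in these data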;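 also: 0% = DMSO wells and 100% = unlabeled Bim-BH3 peptide control; higher means more loss of mP so more displacement of Bim peptide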
Target sequence (Q07820 whole entry, looked up): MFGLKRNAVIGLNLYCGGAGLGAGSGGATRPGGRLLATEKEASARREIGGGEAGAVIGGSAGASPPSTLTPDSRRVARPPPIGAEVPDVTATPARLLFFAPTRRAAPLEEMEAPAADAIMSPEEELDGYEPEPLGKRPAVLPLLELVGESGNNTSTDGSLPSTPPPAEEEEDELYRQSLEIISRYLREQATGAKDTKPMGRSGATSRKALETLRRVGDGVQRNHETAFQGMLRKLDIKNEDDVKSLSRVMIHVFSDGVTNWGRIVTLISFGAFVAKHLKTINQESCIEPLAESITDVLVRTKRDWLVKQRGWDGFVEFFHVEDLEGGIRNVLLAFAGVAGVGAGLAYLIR
GLD-1 RNA inh = GLD-1/TGE RNA complex disruptors, primary screen, biochemical, fluorescence polarization | purified GLD-1 + fluorescein TGE RNA | hit rate 0.44% among 320,000 | inhibition, % at 5.96 µM | Female germline-specific tumor suppressor gld-1 (Caenorhabditis elegans), Q17339;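 active = percent inhibition above a per-plate cutoff, the plate mean of test compounds plus 3 SD, cut at about 30% in these data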;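 also: 0% = DMSO wells with GLD-1 and probe and 100% = wells lacking GLD-1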
AGP1 TOR yeast = modulators of AGP1-GFP expression in yeast TOR pathway, primary screen, cell-based, multiplex flow cytometry, S. cerevisiae, MLPCN library; 3 h; GFP as percent of DMSO wells; GFP response vs DMSO, % at 10 µM; hit rate 0.02% among 320,000; AID 2066, 2009;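 active = GFP response relative to DMSO above a set limit, near screen average plus 3 SD, cut at about 150% in these data; inconclusive = fewer than 70 cells counted for the yeast strain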;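 also: median GFP channel fluorescence of the gated AGP1 strain per well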
GRK2 inh = compounds blocking aptamer binding on GRK2 – biochemical, human GRK2, bead flow cytometry, HTS, primary screen; FAM-aptamer displacement from GRK2; hit rate 0.59% among 330,000; Beta-adrenergic receptor kinase 1 (Homo sapiens), P25098; inhibition of aptamer binding, % at 10 µM;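 active = inhibition of aptamer binding above 40%, roughly 3 SD of noise, on plates passing a quality check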;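 also: median bead fluorescence of bound FAM aptamer so fluorescent compounds give negative values; no value below 0 was filed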
Target sequence (P25098 whole entry, looked up): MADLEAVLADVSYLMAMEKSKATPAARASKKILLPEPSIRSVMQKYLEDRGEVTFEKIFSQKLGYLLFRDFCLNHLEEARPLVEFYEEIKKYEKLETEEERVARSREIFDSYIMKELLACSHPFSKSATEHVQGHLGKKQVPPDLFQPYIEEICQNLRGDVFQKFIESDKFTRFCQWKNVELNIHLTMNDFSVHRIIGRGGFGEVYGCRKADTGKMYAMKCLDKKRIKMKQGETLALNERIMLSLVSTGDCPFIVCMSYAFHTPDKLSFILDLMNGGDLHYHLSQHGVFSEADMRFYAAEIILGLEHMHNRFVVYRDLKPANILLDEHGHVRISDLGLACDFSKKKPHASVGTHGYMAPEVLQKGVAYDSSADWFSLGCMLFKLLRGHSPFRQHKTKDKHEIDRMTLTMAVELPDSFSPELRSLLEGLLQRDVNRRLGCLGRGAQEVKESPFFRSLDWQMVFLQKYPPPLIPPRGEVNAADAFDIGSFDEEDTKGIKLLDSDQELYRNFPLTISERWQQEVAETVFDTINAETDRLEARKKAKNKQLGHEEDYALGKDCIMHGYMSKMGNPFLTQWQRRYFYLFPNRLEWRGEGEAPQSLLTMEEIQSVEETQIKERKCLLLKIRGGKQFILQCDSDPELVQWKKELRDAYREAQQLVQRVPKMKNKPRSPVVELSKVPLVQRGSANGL
BCLXL inh = inhibitors of human Bcl-xL, primary screen, biochemical, fluorescence polarization, HTS; Bcl-2-like protein 1 (Homo sapiens), Q07817; GST-Bcl-xL / FITC-Bim BH3 peptide fluorescence polarization; inhibition, % at 10.9 µM; hit rate 0.7% among 320,000; AID 2129, 2009;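 active = inhibition above the mean of all tested compounds plus 3 SD, cutoff set per campaign, cut at about 30% in these data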;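 also: 0% = DMSO wells and 100% = unlabeled Bim-BH3 peptide competitor; inhibitors lower millipolarization by displacing the labeled peptide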
MEX-5 binding = MEX-5 zinc finger RNA-binding disruptors – biochemical, C. elegans, fluorescence polarization, MLPCN library, primary screen; MEX-5/FITC-TCR2 RNA binding; stronger effect = lower value; activity score (negative = inhibition of binding), % at 10 µM; hit rate 0.38% among 300,000; AID 1832, 2009;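 active = inhibition past about -25% in most replicates, and total fluorescence under double the plate's negative control median, limit read from the data; inconclusive = replicates evenly split on the limit, or fluorescence at least double controls; inactive = too little inhibition in most replicates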;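 also: 0% = DMSO and -100% = 5 µM competing unlabeled TCR2 RNA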
CIT2 TOR yeast = modulators of CIT2-GFP expression in yeast, primary screen, S. cerevisiae, GFP fusion, multiplex flow cytometry, MLPCN library. AID 2029, 2009. GFP response vs DMSO, % at 10 µM. S. cerevisiae CIT2-GFP strain, 3 h; 100 means same as DMSO wells. hit rate 0.065% among 320,000;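 active = GFP response relative to DMSO above a set limit, near the screen mean plus 3 SD, cut at about 150% in these data; inconclusive = Fewer than 70 cells measured for a yeast strain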;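 also: ratio of well median GFP fluorescence to mean of DMSO wells on the plate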
Active calls of the source: *; ? = inconclusive; / = no result given; [ ] = dose if it differs, or a comment.

SMILES | CR mimetic SO | VLA-4 inh | MCL1 BIM primary | GLD-1 RNA inh | AGP1 TOR yeast | GRK2 inh | BCLXL inh | MEX-5 binding | CIT2 TOR yeast
Cc1ccc(OCCNS(=O)(=O)c2ccc(Cl)cc2)cc1 | 102 | 6 | 1 | 6 | 99 | 2 | 1 | / | 104
CCc1ccc2c(c1)cc(CN(C(=S)Nc1ccccc1C)C1CC1)c1nnnn12 | 97 | -2 | 9 | -2 | 106 | 0 | 3 | 2.2 | 94
O=C(CN1CCC(n2nnc3ccccc32)CC1)Nc1ccc2c(c1)CCC2 | 105 | 10 | -7 | -4 | 101 | 4 | 4 | -1.1 | 104
CCOC(=O)CSc1nc2c(c(=O)n1-c1ccc(OCC)cc1)SCC2 | 92 | 6 | -1 | 5 | 95 | 2 | 3 | -1.1 | 100
O=c1c2c3c(sc2n(CCN2CCCC2)c(=O)n1Cc1ccccc1)CCCCC3 | 102 | 7 | 7 | -7 | 103 | 1 | 5 | 3.7 | 97
COc1ccc(CCNC(=O)Cn2nc(C(=O)O)c3ccccc3c2=O)cc1OC | 94 | 12 | -10 | 4 | 99 | 0 | -14 | -2.3 | 99
O=C(O)c1ccc(Cn2cc(C(F)(F)F)ccc2=O)cc1 | 86 | 25 | 3 | 5 | 98 | 0 | -5 | -2.9 | 101
C/C=C/C(=O)Nc1ccccc1Br | 85 | 3 | 3 | 10 | 100 | 1 | 1 | 3.4 | 102
OC1COC(OCC2OC(OCc3ccccc3)C(O)C(O)C2O)C(O)C1O (centres undefined) | 100 | -11 | 3 | 7 | 100 | 6 | 4 | -3.3 | 100
O=C(NCc1ccc2c(c1)OCO2)c1ccc2c(c1)C(=O)N(Cc1cccnc1)C2=O | 96 | 24 | 1 | 8 | 103 | 0 | 5 | 1.8 | 103
Cc1ccc(S(=O)(=O)N2CCN(S(=O)(=O)N3CCCCC3)CC2)c(C)c1 | 90 | 3 | 4 | 6 | 113 | 1 | 6 | -0.7 | 113
COc1ccccc1C(=O)NCCn1cc(SCC(=O)NCC2CCCO2)c2ccccc21 (centres undefined) | 86 | 2 | 3 | 1 | 97 | 2 | -1 | 1.5 | 94
Cc1ccc2[nH]c3c(=O)n(CCCN4CCOCC4)cnc3c2c1 | 99 | 19 | 3 | 1 | 98 | 1 | 6 | 1.7 | 93
CCN(CC(=O)NCc1cccs1)C(=O)c1ccc(S(=O)(=O)Nc2ccccc2C)cc1 | 102 | 0 | -4 | 0 | 104 | 2 | 1 | -0.2 | 94
Cc1nc(/C(N)=N/OC(=O)c2cccc(Cl)c2)c(C(F)(F)F)o1 | 106 | 8 | 1 | -3 | 101 | 1 | 8 | 2.3 | 87
O=C1OC(Nc2ccc3c(c2)OCO3)c2ccccc21 (centres undefined) | 87 | -2 | 19 | 2 | 106 | 2 | 14 | -3.9 | 112
CC(C)CCOc1ccc(-c2c(=O)n(OCc3ccc([N+](=O)[O-])cc3)c3ccccc3[n+]2[O-])cc1 | 115 | 2 | 1 | 5 | 96 | 1 | 3 | -3.4 | 98
Cc1nc(C(=O)Nc2cccc(Cl)c2Cl)nn1-c1cc(OC(C)C)c(Cl)cc1Cl | 100 | 5 | 9 | 1 | 105 | 0 | 6 | 2.8 | 95
CCOc1ccc(N2C=Nc3ccc(OCC)cc3C2)cc1 | 74 | 8 | 5 | 3 | ? | 2 | 1 | 1.4 | ?
Cc1ccc(S(=O)(=O)N(Cc2ccccc2)c2ccccc2C(=O)N2CCCCC2)cc1 | 108 | 6 | -5 | -6 | 99 | 3 | -4 | -0.4 | 103
COc1ccccc1C1CCCN1Cc1nc(-c2ccc(C)s2)oc1C (centres undefined) | 114 | -10 | 1 | -3 | 102 | 0 | 0 | -1.8 | 107
O=C(Cn1cnc2ccccc2c1=O)N1CCN(c2ccc(F)cc2)CC1 | 105 | -14 | 5 | 0 | / | 1 | 3 | -2.0 | 96
COc1cc(/C=C(\C#N)C(=O)N2CCc3ccccc32)ccc1O | 92 | 4 | 4 | -12 | 101 | 1 | -6 | 9.3 | 94
O=C(Nc1ccccc1C(=O)NC1CCCCC1)c1ccccc1 | 82 | -1 | 4 | 2 | 104 | 3 | 3 | -1.3 | 91
Cc1cccc(NC(=O)c2cnc3scc(C)n3c2=O)c1 | 110 | -1 | 2 | -11 | 89 | 1 | 2 | 1.7 | 75
Cc1ccc([C@@H]2C[C@H]3CN(Cc4cccc(Cl)c4)C(=O)[C@]34CCCN24)o1 | 98 | -2 | 5 | -7 | 105 | 25 | 3 | 1.3 | 95
Cc1ccc(N2CC(C(=O)N3CCOCC3)CC2=O)cc1C (centres undefined) | 98 | 20 | 0 | -5 | 93 | 2 | 1 | -2.2 | 97
Cc1ccc2c(Cl)c(C(=O)Nc3nn[nH]n3)sc2c1 | 108 | 0 | 8 | -7 | 101 | 1 | 6 | 0.2 | 93
Oc1c(Br)cc(Br)c(/C=N/n2c(-c3ccccc3)n[nH]c2=S)c1Br | 108 | 10 | 30 | 2 | 98 | 0 | 1 | -37* | 98
COc1ccc(CCn2nnc(-c3ccc(NC(C)=O)c(Cl)c3)n2)cc1 | 116 | 11 | 5 | 5 | 102 | 0 | 3 | -1.0 | 93
O=C(COC(=O)Cc1ccc(Br)cc1)Nc1ccc(N2CCOCC2)cc1 | 135 | -5 | 5 | 1 | 96 | 0 | 7 | / | 98
Cc1ccc(C(=O)NCCCN2CCOCC2)c(Cl)c1 | 95 | -4 | -1 | 5 | 99 | 0 | 0 | -0.3 | 99
FC(F)(F)c1cccc(-c2nn[nH]n2)c1 | 125 | -10 | -2 | 0 | 107 | 1 | 6 | -0.1 | 109
COc1ccc(N(CC(=O)N2CCCCCC2)S(=O)(=O)c2ccccc2[N+](=O)[O-])c(OC)c1 | 103 | 10 | -25 | -4 | 100 | 1 | -9 | 2.8 | 98
COc1ccccc1CC(=O)Nc1cc(S(=O)(=O)N2CCOCC2)ccc1N1CCOCC1 | 95 | 0 | 2 | 2 | 96 | 1 | 2 | / | 97
CC(NC(=O)Nc1ccc(Cl)cc1)C1CCCO1 (centres undefined) | 100 | -2 | 0 | 0 | 105 | 0 | 2 | 1.7 | 114
COc1ccc(Nc2nnc(SCC(=O)NC3CC3)s2)cc1 | 95 | 7 | -17 | -9 | 99 | 0 | -23 | / | 96
O=C(Nc1ccccc1)Nc1c(F)cccc1F | 102 | 19 | -4 | -7 | 97 | 0 | 2 | 2.0 | 97
Cn1c(SCC(=O)N2CCN(c3ccccc3)CC2)nnc1-c1ccccc1 | 102 | 3 | 3 | 3 | 115 | 1 | -1 | -1.3 | 112
CS(=O)(=O)N(CC(=O)N1CCN(c2ccc(F)cc2)CC1)c1ccc(F)c(Cl)c1 | 76 | 3 | -8 | 9 | 110 | 6 | -1 | 0.9 | 111

Reprinted from the part before: two compounds, then new ones.
SMILES | CR mimetic SO | VLA-4 inh | MCL1 BIM primary | GLD-1 RNA inh | AGP1 TOR yeast | GRK2 inh | BCLXL inh | MEX-5 binding | CIT2 TOR yeast
Cn1c(SCC(=O)N2CCN(c3ccccc3)CC2)nnc1-c1ccccc1 | 102 | 3 | 3 | 3 | 115 | 1 | -1 | -1.3 | 112
CS(=O)(=O)N(CC(=O)N1CCN(c2ccc(F)cc2)CC1)c1ccc(F)c(Cl)c1 | 76 | 3 | -8 | 9 | 110 | 6 | -1 | 0.9 | 111
C[n+]1ccc(C(=O)Nc2ccccc2Cl)cc1 | 103 | -4 | -4 | 1 | 100 | 1 | 0 | -2.1 | 105
CCCS(=O)(=O)NCCc1cc2ccc(OC)cc2[nH]c1=O | 102 | 2 | 7 | 0 | 100 | 2 | 7 | / | 94
CCCCNC(=O)C1CC(=O)N(CCc2ccccc2)C1 (centres undefined) | 102 | 1 | -22 | 5 | 105 | 1 | -16 | 1.1 | 103
COc1ccc(/C=N/NC(=O)c2ccn[nH]2)cc1Cn1cc([N+](=O)[O-])cn1 | 106 | 5 | 6 | -2 | 99 | 4 | 3 | -2.8 | 94
CC(=O)c1sc(NC(=O)CN2C(=O)CCC2=O)nc1C | 80 | 3 | 5 | 4 | 93[may fluoresce violet] | 0 | -2 | 2.6 | ?
CCC(C)Sc1cccc(-c2nc3ccccn3c2NCc2ccccc2)c1 (centres undefined) | 103 | 7 | / | 8 | 95 | 3 | / | / | 91
Nc1nnc(SCC(=O)NN2C(=O)NC3(CCCCC3)C2=O)s1 | 89 | 0 | 13 | 7 | 100 | 1 | 6 | 3.1 | 101
CC1=C(C(=O)Nc2ccc(C(=O)N3CCN(c4cccc(Cl)c4)CC3)cc2)SCCO1 | 113 | 19 | 6 | 7 | 65 | 1 | 2 | 1.7 | 96
Cc1oc2cc3oc(=O)c(CCC(=O)NCCC(=O)O)c(C)c3cc2c1C | 108 | 1 | 3 | -2 | 89 | 4 | 6 | -1.3 | 90
O=C(Nc1ccnn1C1CCN(CC(O)CO)CC1)C1CCCC1 (centres undefined) | 95 | -6 | / | / | 85 | 0 | / | 2.3 | 96
COc1cccc(/C=N/NC(=O)c2ccc(CN3c4cccc5cccc(c45)S3(=O)=O)cc2)c1 | 116 | -13 | -6 | 8 | 106 | 0 | 2 | 0.9 | 103
CCCCn1nc(C(=O)Nc2ccc3c(c2)OCCO3)c2ccccc2c1=O | 87 | -5 | 10 | 0 | 91 | 1 | 6 | / | 92
CCOC(=O)N1CCN(C(=O)c2ccc3c(c2)N(Cc2cccc(Cl)c2)C(=O)c2ccccc2S3=O)CC1 (centres undefined) | 125 | 10 | 5 | 4 | 109 | 3 | 1 | 3.3 | 108
Cc1oc2cc(OCC(=O)O)ccc2c(=O)c1Oc1ccccc1 | 97 | 8 | 8 | 3 | 101 | 0 | 8 | -2.5 | 94
Cc1occc1C(=O)N1CCN(S(=O)(=O)c2ccccc2)CC1 | 87 | -17 | 6 | 3 | 97 | 0 | 3 | -4.7 | 92
CCOc1ccccc1CN1CCN(CC2CC2)CC1CCO (centres undefined) | 100 | 5 | 13 | -2 | 96 | 0 | 8 | -1.6 | 100
O=C(Cn1cc2c(n1)CCCCC2)NCCCN1CCOCC1 | 103 | 1 | 1 | 9 | 99 | 0 | 1 | 0.7 | 100
Cc1ccc(NC(=O)C2CCN(S(=O)(=O)c3c(C)nn(C)c3C)CC2)c(Cl)c1 | 96 | 12 | -3 | 1 | 95 | 0 | 4 | -2.3 | 99
COC(=O)c1ccc(COC(=O)c2nn(C)c(=O)c3ccccc23)cc1 | 105 | -6 | -1 | 3 | 97 | 0 | 1 | -1.2 | 96
CCN(CC)CCSc1nc(O)c(C(C)C)c(=O)[nH]1 | 108 | -3 | 9 | 2 | 104 | 4 | 5 | 0.7 | 97
COC(=O)c1cccc(N(CC(=O)NC2CCCC2)C(=O)CCC(=O)Nc2cc(C)on2)c1 | 97 | 1 | 4 | -2 | 101 | 0 | 3 | -0.8 | 106
